PLK1 PBD inh: inhibitors of human PLK1 polo-box domain binding; Plk1 PBD binding of FITC phosphopeptide, fluorescence polarization; AID 720504; hit rate 2.8% among 360,000; Potency, µM, inactives show max response, negative = inhibition, actives largely listed as inhibitors; further: potency means the concentration at half of the fitted maximal effect; series mostly up to about 57 µM; on the % scale 0 is the no-effect control and ±100 the full control effect; nearly all actives have a fitted effect of over 65% in size
GLP-1R inv ag: inverse agonists of human GLP-1 receptor. P43220. HEK293 GLP-1R CRE-luciferase, luminescence, 24 h; GLP-1R form is constitutively active. Potency, µM (highest dose often 38.3 µM), without a hit: at the top dose activity change, negative = inhibition, actives largely listed as inhibitors. hit rate 1.6% among 410,000. AID 624417; further: potency means the concentration at half of the fitted maximal effect; on the % scale 0 is the no-effect control and ±100 the full control effect; nearly all actives have a fitted effect of over 55% in size
Target sequence (P43220 whole entry, looked up): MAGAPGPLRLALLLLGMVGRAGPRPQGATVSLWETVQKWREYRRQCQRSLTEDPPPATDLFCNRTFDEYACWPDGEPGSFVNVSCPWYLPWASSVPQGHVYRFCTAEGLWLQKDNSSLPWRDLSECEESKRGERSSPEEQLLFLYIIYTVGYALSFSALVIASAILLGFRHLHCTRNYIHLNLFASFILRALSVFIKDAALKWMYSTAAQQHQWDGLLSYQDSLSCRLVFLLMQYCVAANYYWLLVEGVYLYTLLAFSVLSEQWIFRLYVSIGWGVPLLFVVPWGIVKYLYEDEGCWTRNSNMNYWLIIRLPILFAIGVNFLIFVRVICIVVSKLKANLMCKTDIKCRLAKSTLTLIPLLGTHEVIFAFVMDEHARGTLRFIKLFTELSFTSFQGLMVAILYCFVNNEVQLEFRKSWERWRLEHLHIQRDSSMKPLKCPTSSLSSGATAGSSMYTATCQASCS
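Stable HEK293 clone (constitutively active GLP-1R + cAMP-response luciferase); 200 cells/uL plated, 12 h pre-culture, compound 24 hr, 37 deg C/5% CO2; detection reagent 12 min RT; luminescence.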
EPAC1 antag: blocks human EPAC1 exchange factor. EPAC1 GEF assay, Rap1b-BODIPY-GDP exchange fluorescence. Potency, µM (highest dose often 115 µM), for inactives: at the top dose activity change, negative = inhibition, most hits filed as inhibitors. hit rate 0.14% among 360,000;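 further: potency means the concentration at half of the fitted maximal effect; plate controls were vehicle for no effect and positive control for full effect; nearly all actives have a fitted effect of over 50% in size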
GLP1R ag: GLP-1 receptor (human) agonism. P43220. HEK293 GLP-1R CRE-luciferase, luminescence, 4-6 h; cells express a hypersensitive GLP-1R form. Potency, µM (highest dose often 45.6 µM), for the others: top-dose activation, actives largely listed as activators. hit rate 0.007% among 380,000. AID 624172; further: potency means the concentration at half of the fitted maximal effect; % of control where 0% means no effect
PI5P4K alpha inh: blocks human PI5P4K alpha kinase activity; hit rate 1.2% among 330,000; max response, %; AID 652105; PI5P4Kalpha enzyme, ADP-Glo luminescence, 60 min; active compounds read low; P48426; active means max response of -50% or lower; inconclusive means between -30% and -50%; inactive means -30% or higher; further: value at the top dose of about 77 µM; on the % scale 0 is the no-effect control and ±100 the full control effect
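Luminescence from ADP-Glo served as readout of PI5P4Kalpha activity in a qHTS format. Reaction: enzyme, substrate, compound, ATP at 5 microM final, 60 min at RT.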
PTHR1 agonist: activates the human parathyroid hormone receptor PTHR1 | Potency, µM (series often up to 115 µM), for inactives: top-dose activation, most hits filed as activators | HEK293 GP2 PTHR1 cells, GloSensor cAMP luminescence, 1 h | hit rate 0.075% among 410,000; further: potency means the concentration at half of the fitted maximal effect; nearly all actives have a fitted effect of over 55% in size; some results filed as inactive show a strong effect at the top dose; inactives centre near -15; many of its hits are not listed in these tables
Target sequence (Q03431 whole entry, looked up): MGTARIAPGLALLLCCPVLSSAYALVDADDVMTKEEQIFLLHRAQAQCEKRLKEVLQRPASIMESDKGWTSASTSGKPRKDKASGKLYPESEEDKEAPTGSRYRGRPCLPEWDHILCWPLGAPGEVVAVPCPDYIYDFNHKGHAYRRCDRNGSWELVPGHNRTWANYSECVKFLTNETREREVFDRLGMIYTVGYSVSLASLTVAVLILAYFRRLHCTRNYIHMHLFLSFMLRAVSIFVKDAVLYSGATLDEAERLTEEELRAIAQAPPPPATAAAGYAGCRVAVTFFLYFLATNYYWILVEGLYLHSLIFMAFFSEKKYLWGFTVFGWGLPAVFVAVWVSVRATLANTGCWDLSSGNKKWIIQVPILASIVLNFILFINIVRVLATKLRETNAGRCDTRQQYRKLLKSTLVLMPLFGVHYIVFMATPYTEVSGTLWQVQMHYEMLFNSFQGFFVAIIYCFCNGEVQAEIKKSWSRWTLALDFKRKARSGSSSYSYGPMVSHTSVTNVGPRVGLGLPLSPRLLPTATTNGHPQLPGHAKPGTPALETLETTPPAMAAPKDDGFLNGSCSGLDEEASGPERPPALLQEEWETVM
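HEK-293-derived GP2 cells expressing PTHR1 and a GloSensor cAMP reporter, 3,000/well, plated overnight, given luciferin plus IBMX (each 0.5 mM as added) for 1 h at 37 °C, then compound for 1 h at 37 °C. Luminescence was read after 15 min at room temperature.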
GLP1R cytotox: cytotoxicity counter-screen for GLP-1 receptor inverse agonists | HEK293 cAMP-luciferase reporter cells, luminescence, 24 h | AID 624418 | Potency, µM (top dose mostly 38.3 µM), for inactives: at the highest dose activity change, negative = inhibition, hits mostly inhibitors | hit rate 0.13% among 410,000;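 further: loss of luciferase light is scored as toxicity; potency means the concentration at half of the fitted maximal effect; on the % scale 0 is the no-effect control and ±100 the full control effect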
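Seeding density was 200 cells/uL; after overnight-length (12 h) culture, 23 nL compounds went on for 24 h at 37 °C. Readout used a luciferase detection reagent, luminescence taken after 12 min at room temperature.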
IL2 activator: activators of IL-2 | IL-2 activation reporter assay, cell-based qHTS; stimulated with anti-CD3/CD4/CD28 beads; in transgenic mouse T cells | activation, % (series mostly up to about 46 µM) | hit rate 0.065% among 360,000 | AID 652025; in the data active means activation above about 50%; inconclusive means mostly about 30% to 49%; further: 0% is about no effect
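Readout: EGFP and DsRed signals by fluorescent plate cytometry. Unstimulated transgenic mouse T cells received compound 60 min before antibody-bead stimulation, then incubated 18 h at 37 degrees C.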
EPAC1 agonist: agonists of human EPAC1. EPAC1 agonist qHTS, biochemical assay; response scale: 100% = response to 6.5 mM cAMP. Potency, µM (highest dose often 154 µM), for inactives: at the highest dose activation, usual class: activators. AID 720707. hit rate 0.073% among 360,000. O95398; further: potency means the concentration at half of the fitted maximal effect; nearly all actives have a fitted effect of over 60% in size
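Read-out is the fluorescence drop as BODIPY-GDP leaves Rap1B (480 nm excitation, 540 nm emission), recorded every 5 minutes over 30 minutes. Reactions held 100 nM EPAC1, 250 nM Rap1B–BODIPY-GDP and 50 uM GDP, with 6.5 mM cAMP setting full activation.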
The depositor's hits bear a star; i = inactive; ? = inconclusive; / = not tested or not shown; [ ] = dose if it differs, or a comment. Unless noted, the call rests on the fitted dose curve; in most records, active means well fitted curve in the direction sought with a large enough effect; inconclusive means small, poorly fitted or top-dose-only effect, or another doubt; inactive means no such curve, though single readings can be large; an effect the other way counts as inactive or inconclusive.

no. | compound | GLP-1R inv ag | PTHR1 agonist | PLK1 PBD inh | IL2 activator | EPAC1 antag
1 | CCCNC(=O)C1CCN(S(=O)(=O)c2cccc3nonc23)CC1 | 0% | -2% | -9% | 0.7 | -4%
2 | O=C(OCCN(C1=NS(=O)(=O)c2ccccc21)c1ccccc1Cl)c1ccc(Cl)cc1 | 0% | i | -1% | 1.1 | -1%
3 | CC(C)c1[nH]nc2c1C(c1cccs1)C(C#N)=C(N)O2 (configuration not stated) | -15% | i | -19% | -3.2 | -4%
4 | COc1cc([N+](=O)[O-])ccc1NC(=O)Cn1ccsc1=N | 30% | -11% | -3% | -1.1 | -1%
5 | CCOC(=O)c1c(C)[nH]c(C(=O)COC(=O)CCC2CCCC2)c1C | -4% | -1%[57.5 µM] | -9% | 0.5 | 2%
6 | O=C(Cc1c(F)cccc1Cl)NNC(=O)c1cccs1 | -22% | i | 18% | -0.5 | 5%
7 | CNC(=O)N1c2ccccc2NC(=O)CC1C (configuration not stated) | 3% | 0% | -4% | 0.1 | -1%
8 | COc1ccc([C@@H]2CC(=O)[C@@H]3CN(S(=O)(=O)c4ccc(C)cc4)[C@H](c4cccc(Cl)c4)C[C@@H]3N2S(=O)(=O)c2ccccc2)cc1 | 21% | -8% | 4% | -0.3 | 4%
9 | Cc1cc(C)n2nc(C(=O)Nc3ccc(N4CCOCC4)cc3)nc2n1 | 16% | -10% | 0% | -0.2 | 11%
10 | C=CC[C@@H](CC(=O)N(CCO)Cc1ccccc1)C(=O)N[C@@H](COC(=O)[C@@H](CC=C)CC(=O)OC(C)(C)C)Cc1c[nH]c2ccccc12 | 10µM* | 3% | -20% | -0.4 | -28%
11 | Cc1ccc(NC(=O)C(c2ccc(Cl)cc2Cl)N2CCCC2)cc1 (configuration not stated) | 10µM* | -49%[inhibitor] | 5% | -0.4 | -22%
12 | COc1cc2cc(CN(Cc3ccc4c(c3)OCO4)C(=O)c3ccco3)c(=O)[nH]c2cc1OC | 0% | -14%[57.5 µM] | -2% | 1.6 | -1%
13 | O=[N+]([O-])c1ccc(NCCNS(=O)(=O)c2ccccc2)cc1 | -15% | i | -6% | 0.3 | -1%
14 | COc1cc(OC)c(C(=O)N(CCc2ccccc2)Cc2ccccc2)cc1OC | ? | -2% | 1% | -1.1 | -13%
15 | Cc1ccccc1-c1cc2nc(NCCN3CCNC3=O)n(C)c(=O)c2s1 | 15% | ? | -13% | -0.5 | -25%

no. | GLP1R ag | EPAC1 agonist | PI5P4K alpha inh | GLP1R cytotox
1 | 0% | 10% | -5 | 1%
2 | 5% | 12% | / | -4%
3 | -20% | 6% | / | -24%
4 | 2% | -6% | -8 | -31%
5 | 0% | 10% | / | 7%
6 | -3% | 11% | 2 | -26%
7 | 0% | 7% | 2 | -10%
8 | -3% | 3% | -2 | 3%
9 | 9% | -3% | -9 | 0%
10 | -3% | -21% | -2 | ?
11 | -12% | 2% | 2 | -7%
12 | 16% | 5% | / | 8%
13 | 19% | 9% | 0 | -21%
14 | 14% | 9% | 6 | 7%
15 | 5% | -23% | -1 | 2%

Fetched by structure from the list above (6):
no. | compound | GLP-1R inv ag | PTHR1 agonist | PLK1 PBD inh | IL2 activator | EPAC1 antag
15 | Cc1ccccc1-c1cc2nc(NCCN3CCNC3=O)n(C)c(=O)c2s1 | 15% | ? | -13% | -0.5 | -25%
3 | CC(C)c1[nH]nc2c1C(c1cccs1)C(C#N)=C(N)O2 (configuration not stated) | -15% | i | -19% | -3.2 | -4%
6 | O=C(Cc1c(F)cccc1Cl)NNC(=O)c1cccs1 | -22% | i | 18% | -0.5 | 5%
7 | CNC(=O)N1c2ccccc2NC(=O)CC1C (configuration not stated) | 3% | 0% | -4% | 0.1 | -1%
10 | C=CC[C@@H](CC(=O)N(CCO)Cc1ccccc1)C(=O)N[C@@H](COC(=O)[C@@H](CC=C)CC(=O)OC(C)(C)C)Cc1c[nH]c2ccccc12 | 10µM* | 3% | -20% | -0.4 | -28%
1 | CCCNC(=O)C1CCN(S(=O)(=O)c2cccc3nonc23)CC1 | 0% | -2% | -9% | 0.7 | -4%

no. | GLP1R ag | EPAC1 agonist | PI5P4K alpha inh | GLP1R cytotox
15 | 5% | -23% | -1 | 2%
3 | -20% | 6% | / | -24%
6 | -3% | 11% | 2 | -26%
7 | 0% | 7% | 2 | -10%
10 | -3% | -21% | -2 | ?
1 | 0% | 10% | -5 | 1%

(list continues)
no. | compound | GLP-1R inv ag | PTHR1 agonist | PLK1 PBD inh | IL2 activator | EPAC1 antag
16 | COc1ccc(Cl)cc1C(=O)n1nc(C)cc1C | 3% | i | -2% | -0.4 | 3%
17 | c1ccc2c(-c3ccc(OCCN4CCCCC4)cc3)c(-c3ccsc3)sc2c1 | ? | -11% | 2% | 0.0 | 19%
18 | COc1ccc(C(c2c(C)n(C)n(-c3ccccc3)c2=O)c2c(C)n(C)n(-c3ccccc3)c2=O)cc1O | ? | i | / | / | /
19 | COc1ccc(C2CCCN2CC(O)COc2ccccc2C(C)C)cc1 (configuration not stated) | ? | i | 0% | -0.5 | 16%
20 | CC(C)(C)NC(=O)C1CC1(c1ccccc1)c1ccccc1 (configuration not stated) | ? | -9% | 3% | -0.9 | -13%
21 | COC(=O)c1ccc(/C=N/N2CCN(Cc3ccc(C)cc3C)CC2)cc1 | 5% | -7% | -14% | -2.0 | -17%
22 | Cn1ncc(Cl)c1C(=O)N1CCN(c2cccc(Cl)c2)CC1 | -3% | -25% | -9% | 0.4 | 3%
23 | O=c1c2ccccc2ncn1-c1ccc(Cl)cc1Cl | ? | -38%[inhibitor] | -2% | 0.6 | -1%
24 | CCSc1nnc(SCC(=O)Nc2cc(C)on2)s1 | 8% | 24% | -19% | 0.7 | -6%
25 | CC(=O)N1c2ccc(S(=O)(=O)N3CCC(C(=O)Nc4cccc(C)n4)CC3)cc2CC1C (configuration not stated) | 23% | -83%[inhibitor] | 2% | -2.1 | 7%
26 | COc1ccc(C(=S)N2CCOCC2)cc1OC(=O)c1ccccc1Cl | ? | i | 19µM* | 0.1 | ?
27 | O=C(O)c1cc(-c2ccccc2Cl)n(-c2ccccc2)n1 | -9% | i | -7% | 1.5 | 7%
28 | CCCCC(=O)NC(=S)NNC(=O)CC#N | 14% | -9% | -16% | -1.5 | 10%
29 | O=[N+]([O-])c1ccccc1S(=O)(=O)N1CCSCC1 | -9% | i | -3% | 0.9 | 19%
30 | CC(C)C[C@H]1CNC(=S)N1CC1CCCN1C[C@H](Cc1ccccc1)N1C[C@H](Cc2ccc(O)cc2)N(CC2CCCCC2)C1=S (some centres not stated) | ? | i | 0% | -0.9 | -7%

no. | GLP1R ag | EPAC1 agonist | PI5P4K alpha inh | GLP1R cytotox
16 | -14% | 4% | -6 | -14%
17 | 8% | -24% | -1 | 7%
18 | -4% | / | / | ?
19 | 9% | -5% | 11 | ?
20 | -3% | -5% | 8 | -10%
21 | -11% | 4% | 17 | 13%
22 | -2% | -4% | 6 | -23%
23 | 3% | 14% | 7 | -5%
24 | 0% | 6% | ? | 12%
25 | 2% | 9% | 2 | 2%
26 | 21% | -1% | 4 | -12%
27 | -2% | 10% | -1 | 3%
28 | 0% | 10% | / | 0%
29 | -7% | -7% | 2 | 4%
30 | 2% | 1% | 0 | 1%

Other structures.
no. | compound | GLP-1R inv ag | PTHR1 agonist | PLK1 PBD inh | IL2 activator | EPAC1 antag
31 | CCCNC(=O)C/C(C)=N/NC(=O)COc1ccc(C)cc1Br | 2% | i | 1% | 0.3 | 5%
32 | COc1ccc(N2CCN(Cc3nc4c(c(=O)n(C)c(=O)n4C)n3C(C)C(C)=O)CC2)cc1 (configuration not stated) | 10% | 0% | -4% | -1.5 | -16%
33 | O=C(c1ccc(F)cc1)c1c[nH]c(C(=O)NCc2ccco2)c1 | 11% | -1% | -3% | -0.4 | 6%
34 | CCCOC(=O)c1ccc(Cl)c(NC(=O)c2ccc(-c3ccccc3)cc2)c1 | 48%[activator] | i | -9% | -0.5 | -7%
35 | COc1ccccc1CNC(=O)CCC(=O)N1CCOc2ccc(C)cc21 | -24% | -24% | -12% | -1.5 | 9%
36 | Cc1ccc(-n2c(N)c(C(=O)Nc3c(C)n(C)n(-c4ccccc4)c3=O)c3nc4ccccc4nc32)cc1 | 4% | i | -20% | -1.7 | -27%
37 | Cn1c(CNC(=O)CCNC(=O)c2ccc(F)c(F)c2)cc(=O)n(C)c1=O | 0% | 7% | -13% | -0.7 | 16%
38 | Cc1c(C(=O)N2CCNCC2)oc2ccccc12 | -10% | i | -12% | -0.2 | 6%
39 | COc1ccc(S(=O)(=O)N2CCCOC2CNC(=O)C(=O)NCCCn2ccnc2)cc1OC (configuration not stated) | 30%[activator] | i | -12% | 0.5 | 25%
40 | COc1ccc(OC2C(=O)N(Cc3ccc4c(c3)OCO4)C2c2cccs2)cc1 (configuration not stated) | ? | -28% | -6% | -2.9 | 1%
41 | Cc1ccc2nc(Cl)cc(=O)n2c1 | 19% | -24% | -2% | -4.3 | 14%
42 | CC(NC(=O)c1ccncc1)c1ccc(Br)cc1 (configuration not stated) | -8% | i | -9% | -0.2 | 7%
43 | Brc1cc2c(cc1C1OCCO1)OCO2 | -18% | i | -9% | -1.8 | 2%
44 | CC1(C)CC(=O)C=C(NNC(=O)c2ccccc2)C1 | 25% | -9% | -9% | -1.6 | 4%

no. | GLP1R ag | EPAC1 agonist | PI5P4K alpha inh | GLP1R cytotox
31 | -1% | -11% | 4 | -2%
32 | 18% | 2% | / | 5%
33 | -16% | -4% | -5 | -15%
34 | -7% | 2% | / | 9%
35 | 9% | 4% | 2 | 2%
36 | -1% | 10% | 5 | -5%
37 | 3% | 7% | -1 | -2%
38 | -3% | 8% | -1 | -14%
39 | 6% | 9% | 0 | -12%
40 | -1% | 20% | / | 2%
41 | 0% | -6% | -12 | 12%
42 | 2% | 11% | -12 | 14%
43 | -2% | 5% | -5 | 9%
44 | 4% | 14% | 1 | -1%

High-throughput results as filed in PubChem.

These rows are one share of the data, so the mix of outcomes need not match the whole.
